GPR7 antag: GPR7 receptor antagonists, primary screen, cell-based, fluorescence, single concentration; actives 1.1% (n = 290,000); GPR7-expressing cells, fluorescence antagonist assay; inhibition, % at 4.4 µM; Neuropeptides B/W receptor type 1 (Homo sapiens), P48145; in the data active = inhibition above about 16%, passing the limit was not always enough;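 note: cells stimulated with the agonist NPW; 0% = agonist with vehicle and 100% = vehicle without agonist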
Target sequence (P48145 whole entry, looked up): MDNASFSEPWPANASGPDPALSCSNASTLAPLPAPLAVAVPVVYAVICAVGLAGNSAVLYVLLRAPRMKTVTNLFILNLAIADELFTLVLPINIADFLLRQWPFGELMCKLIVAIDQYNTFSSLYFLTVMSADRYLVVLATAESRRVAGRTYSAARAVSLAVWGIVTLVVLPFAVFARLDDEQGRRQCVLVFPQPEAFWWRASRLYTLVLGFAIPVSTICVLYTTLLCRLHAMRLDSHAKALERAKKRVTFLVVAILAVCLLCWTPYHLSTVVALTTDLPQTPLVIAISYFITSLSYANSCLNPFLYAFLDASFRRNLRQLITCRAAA
OXTR agonist: human OXTR agonists, primary screen, fluorescence, CHO-OTR cells, Fluo-8 calcium. Fluo-8 calcium fluorescence; normalized: DMSO 0%, oxytocin 100%. actives 0.32% (n = 320,000). AID 2435, 2010. Oxytocin receptor (Homo sapiens), P30559. activation, % at 3 µM;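 active = activation above the mean of all tested compounds plus 3 SD, cutoff set per screening run, cut at about 20% in these data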;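 note: peak over basal fluorescence ratio from a 100 s FLIPR kinetic read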
Target sequence (P30559 whole entry, looked up): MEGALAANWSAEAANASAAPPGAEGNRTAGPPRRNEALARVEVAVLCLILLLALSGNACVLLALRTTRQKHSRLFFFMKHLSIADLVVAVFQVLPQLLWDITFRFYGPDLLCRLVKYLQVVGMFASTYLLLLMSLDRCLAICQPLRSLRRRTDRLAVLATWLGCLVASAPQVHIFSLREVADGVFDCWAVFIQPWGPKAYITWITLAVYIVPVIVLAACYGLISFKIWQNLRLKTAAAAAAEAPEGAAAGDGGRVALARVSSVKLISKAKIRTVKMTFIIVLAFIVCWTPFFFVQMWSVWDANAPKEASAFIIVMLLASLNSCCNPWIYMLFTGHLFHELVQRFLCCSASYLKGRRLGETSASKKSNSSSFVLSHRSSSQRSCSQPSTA
V1R ag counter: agonists of human V1a receptor, primary screen, counter-screen for OXTR agonist project, fluorescence, CHO-V1R cells; Fluo-8 calcium fluorescence, agonist mode; 0% DMSO, 100% 3 nM vasopressin; activation, % at 3 µM; actives 0.25% (n = 320,000); Vasopressin V1a receptor (Homo sapiens), P37288;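 active = activation above the mean activation of all tested compounds plus 3 SD, per screening run, cut at about 20% in these data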;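 note: signal is peak over basal fluorescence ratio across a 100 second FLIPR read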
M1 ag parental: counter-screen for M1 agonists: effect in parental CHO-K1 cells; actives 0.48% (n = 360,000); activation, % at 3 µM; Fluo-8 calcium fluorescence; scaled to maximal ATP response, vehicle zero; in the data active = activation above about 15%;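 note: untransfected CHO-K1 host cells lacking M1 receptor as counterscreen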
CHO-K1 Ca antag: nonselective inhibitor or artifact in parental CHO-K1 cells. ATP-induced calcium, Fluo-8 fluorescence. inhibition, % at 3 µM. actives 0.6% (n = 360,000);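 active = inhibition above a per-plate cutoff, the plate's mean sample inhibition plus 3 SD, cut at about 24% in these data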;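 note: 0% = DMSO plus EC80 ATP and 100% = DMSO alone without ATP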
CHO parental Ca: ATP-evoked calcium signal inhibitors, parental CHO, primary screen, counter-screen for OX1R antagonist project, cell-based, fluorescence, Fluo-8 calcium dye | parental CHO-K1, ATP-induced calcium, Fluo-8 fluorescence | inhibition, % at 5.6 µM | actives 0.63% (n = 330,000);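 active = inhibition above that plate's mean sample inhibition plus 3 SD, cut at about 26% in these data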;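 note: 0% = ATP-challenged DMSO wells and 100% = DMSO wells without ATP; some compounds past the cut are filed as inactive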
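Assay system: parental CHO cells; Read-out basis: percent inhibition of ATP-evoked calcium rise, normalized to controls; Benchmarks: ATP and no-ATP DMSO wells; Compound dosing: single nominal dose of 5.6 µM per compound; Signal: Fluo-8 calcium dye fluorescence; Also added: ATP as calcium-mobilizing challenge; Repeats: singlicate.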
CHO-K1 Ca PAM: nonselective calcium activators in parental CHO-K1 cells, primary screen, counter-screen for M1 PAM project, cell-based, Fluo-8 calcium fluorescence, full deck, 1536-well | ATP EC20; 0% at ATP EC20, 100% at ATP max | activation, % at 3 µM | actives 0.02% (n = 360,000) | AID 602247, 2012;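 active = activation above the run cutoff, the mean activation of all test compounds plus 3 SD, cut at about 40% in these data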;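 note: peak over basal fluorescence ratio in a 140 s read after ATP addition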
TAAR1 antagonist: human TAAR1 antagonists, primary screen, Fluo-8 calcium fluorescence, CHO RD-HGA16 cells; inhibition, % at 3 µM; AID 624466, 2012; actives 1.5% (n = 360,000); Trace amine-associated receptor 1 (Homo sapiens), Q96RJ0; antagonist;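 active = inhibition above a per-plate cutoff, the mean inhibition of test compounds on that plate plus 3 SD, cut at about 49% in these data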;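 note: 0% = DMSO plus EC80 beta-PEA response and 100% = DMSO alone without agonist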
Target sequence (Q96RJ0 whole entry, looked up): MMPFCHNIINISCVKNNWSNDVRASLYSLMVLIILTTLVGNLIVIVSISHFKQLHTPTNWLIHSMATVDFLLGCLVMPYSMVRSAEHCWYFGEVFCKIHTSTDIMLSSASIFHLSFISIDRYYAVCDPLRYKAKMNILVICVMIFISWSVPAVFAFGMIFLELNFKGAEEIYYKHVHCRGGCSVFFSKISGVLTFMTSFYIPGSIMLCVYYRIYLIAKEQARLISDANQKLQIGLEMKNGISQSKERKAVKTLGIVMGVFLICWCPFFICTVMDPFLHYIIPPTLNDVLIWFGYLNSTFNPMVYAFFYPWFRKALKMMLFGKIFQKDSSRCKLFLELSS
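Test system: CHO RD-HGA16 cells bearing hTAAR1 | Reagent: β-PEA, EC80 | Compound dosing: 3 µM, single point | Schedule: Dye loading 75 min at 37 °C, then 30 min room temperature | Signal: Calcium fluorescence with Fluo-8 | Evaluation: Percent inhibition of PEA-evoked calcium signal, max/basal emission ratio | Control set: DMSO-only wells and EC80 β-PEA-stimulated wells | Repeats: Singlicate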
OXTR potentiator: human OXTR potentiators, primary screen, fluorescence, CHO-OTR cells, Fluo-8 calcium | Fluo-8 calcium fluorescence, potentiator mode; 0% = oxytocin EC15, 100% = EC100 | activation, % at 3 µM | actives 0.061% (n = 320,000) | AID 2445, 2010;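 active = activation above that plate's cutoff, the mean activation of tested compounds plus 3 SD, cut at about 6.6% in these data, passing the limit was not always enough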;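 note: 100% uses oxytocin at 75 nM as the full agonist control; some results filed as inactive read as strong as hits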
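Measured by – Fluo-8 calcium dye fluorescence · Test system – human OTR in CHO cells · Dosing – one concentration, 3.0 µM compound · Controls – EC15 oxytocin alone as 0%, 75 nM oxytocin as 100% · Evaluation – normalized max/min fluorescence ratio, % activation · Timing – 6 min pre-incubation, 100 s read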
* marks the source's active call; other numbers are inactive results; nt = no result given.

SMILES	GPR7 antag	OXTR agonist	V1R ag counter	M1 ag parental	CHO-K1 Ca antag	CHO parental Ca	CHO-K1 Ca PAM	TAAR1 antagonist	OXTR potentiator
N#Cc1ccsc1NC(=O)COC(=O)c1ccc(Br)o1	nt	2.2	2.2	1.0	0	-10	-17	-22	-3
O=C(Cc1c(F)cccc1Cl)NCCc1c[nH]c2ccccc12	13	3.3	3.8	1.4	-9	0	-2	17	-14
COc1ccc(S(=O)(=O)N(C)CC(=O)Nc2ccc(C(N)=O)cc2)cc1OC	-9	0.3	0.2	0.3	-18	-6	18	-3	-11
COc1ccc(C)cc1S(=O)(=O)N1CCN(C(=O)c2ncoc2-c2ccc(F)cc2)CC1	-15	7.0	9.0	0.8	9	2	-11	-6	-7
Cc1nc(C(=O)NNC(=O)c2ccc(Cl)cc2)cs1	-6	0.5	2.2	-0.1	8	-9	-3	-18	2
Cc1ccc(C)c(OCc2cc(C(=O)N3CCC(N4CCCC(O)C4)CC3)no2)c1 (stereo not drawn)	-1	0.3	0.7	1.1	-9	-12	-10	-20	-13
N#Cc1nc(/C=C/c2ccccc2)oc1NCCCN1CCOCC1	-8	0.6	1.4	-0.2	6	-15	-9	-35	0
N#Cc1ccsc1NC(=O)CN1CCN(c2ccccc2O)CC1	0	0.6	1.5	2.2	-5	-10	20	-1	-7
COc1ccc(CCNS(=O)(=O)c2ccc(N3CCCC3=O)cc2)cc1	1	12	8.6	7.4	0	-9	10	-9	-19
O=C(CCc1nnc(CCCCc2ccccc2)o1)NC1CCCC1	-8	-1.1	-0.1	0.2	-7	-12	9	15	1
CC1=C(C(=O)OCc2ccccc2)C(c2ccccc2Cl)NC(=O)N1CCCCCC(=O)O (stereo not drawn)	-3	-0.9	0.1	-0.3	-19	-14	8	-12	5
CSCCNC(=O)c1ccc(OC2CCN(S(=O)(=O)N(C)C)CC2)cc1	-16	1.8	1.2	1.8	-7	4	-5	-1	-11
CCC(=O)N1N=C2CC(C)(C)OCC2C1c1ccccc1 (stereo not drawn)	8	0.8	-0.3	0.3	6	-9	-5	2	2
CCCNC(=S)NNC(=O)c1cc(C2CC2)nc2ccccc12	8	-1.2	0.7	0.6	5	-14	0	7	-7
O=C(/C=C/c1cn(-c2ccccc2)nc1-c1ccc2c(c1)OCCO2)NCCO	-4	-0.7	1.5	-0.2	7	-20	3	-5	-8
Cc1ccnc(NCc2cc(Cl)cc(Cl)c2O)c1	nt	nt	nt	0.5	-11	nt	10	-10	nt
COC(=O)COc1ccc(S(=O)(=O)N2CCOCC2)cc1C	6	0.0	-0.1	0.1	-10	2	-4	2	-7
Cc1cc(=O)[nH]c2c(C)cc(S(=O)(=O)N3CCOCC3)cc12	-11	0.1	0.9	0.0	-4	-13	-9	-21	4
CCn1c(SCC(=O)Nc2ccccc2F)nnc1-c1cnccn1	-3	0.1	-0.3	0.5	-8	-4	3	-11	-1
CCOC(=O)c1cnn(-c2nc(SC)nc3sc4c(c23)CCC4)c1N	-12	-0.2	-0.9	0.1	-12	-8	5	-4	1

Structures listed so far that contain an NH in an aromatic ring, in the order listed:
SMILES	GPR7 antag	OXTR agonist	V1R ag counter	M1 ag parental	CHO-K1 Ca antag	CHO parental Ca	CHO-K1 Ca PAM	TAAR1 antagonist	OXTR potentiator
O=C(Cc1c(F)cccc1Cl)NCCc1c[nH]c2ccccc12	13	3.3	3.8	1.4	-9	0	-2	17	-14
Cc1cc(=O)[nH]c2c(C)cc(S(=O)(=O)N3CCOCC3)cc12	-11	0.1	0.9	0.0	-4	-13	-9	-21	4

Ordered by the number under TAAR1 antagonist (highest first): three of the compounds above.
| SMILES | TAAR1 antagonist |
| --- | --- |
| N#Cc1ccsc1NC(=O)CN1CCN(c2ccccc2O)CC1 | -1 |
| Cc1ccc(C)c(OCc2cc(C(=O)N3CCC(N4CCCC(O)C4)CC3)no2)c1 (stereo not drawn) | -20 |
| Cc1cc(=O)[nH]c2c(C)cc(S(=O)(=O)N3CCOCC3)cc12 | -21 |

Molecules shown so far that contain a thiophene ring, fused or not:
SMILES	GPR7 antag	OXTR agonist	V1R ag counter	M1 ag parental	CHO-K1 Ca antag	CHO parental Ca	CHO-K1 Ca PAM	TAAR1 antagonist	OXTR potentiator
N#Cc1ccsc1NC(=O)COC(=O)c1ccc(Br)o1	nt	2.2	2.2	1.0	0	-10	-17	-22	-3
N#Cc1ccsc1NC(=O)CN1CCN(c2ccccc2O)CC1	0	0.6	1.5	2.2	-5	-10	20	-1	-7
CCOC(=O)c1cnn(-c2nc(SC)nc3sc4c(c23)CCC4)c1N	-12	-0.2	-0.9	0.1	-12	-8	5	-4	1

The main list resumes, starting 2 compounds before the break.
SMILES	GPR7 antag	OXTR agonist	V1R ag counter	M1 ag parental	CHO-K1 Ca antag	CHO parental Ca	CHO-K1 Ca PAM	TAAR1 antagonist	OXTR potentiator
CCn1c(SCC(=O)Nc2ccccc2F)nnc1-c1cnccn1	-3	0.1	-0.3	0.5	-8	-4	3	-11	-1
CCOC(=O)c1cnn(-c2nc(SC)nc3sc4c(c23)CCC4)c1N	-12	-0.2	-0.9	0.1	-12	-8	5	-4	1
CSc1ccc(C(=O)C2CCCN(C(=O)CCn3cncn3)C2)cc1 (stereo not drawn)	-9	0.0	0.6	0.8	-2	0	4	-8	-2
CSc1nc(N)n2nc(-c3ccc(Cl)cc3)cc2n1	10	-2.1	-0.4	0.4	-40	-3	5	0	-10
CCN(CC(=O)Nc1ccc(OC)cc1)C(=O)CSCc1ccc(C)cc1	nt	0.5	1.5	2.7	-17	-29	9	-19	-8
O=C(CNc1ccc2ccccc2c1)N/N=C/C=C/c1cccc([N+](=O)[O-])c1	-6	-1.2	-0.2	0.9	-8	-3	20	2	4
Cc1cccc(NCc2ccccc2O)n1	0	-0.3	0.8	0.0	0	-5	-2	-10	3
Cc1c(-n2c(SCC(=O)O)nnc2-c2ccccc2Br)c(=O)n(-c2ccccc2)n1C	2	-0.5	0.8	-0.9	-15	2	4	-21	-2
COc1cc(NC(=O)CCNS(=O)(=O)c2ccc3c(c2)CCC(=O)N3)cc(OC)c1	-5	1.2	0.2	1.0	-1	1	12	3	-4
Cc1nn(CC(=O)NC2(C#N)CCCCC2)c(C)c1[N+](=O)[O-]	nt	0.6	0.6	0.2	1	-6	4	-1	-4
Clc1ccccc1Cn1nnc(-c2ccccc2)n1	-11	-2.2	-1.7	0.6	-10	-17	19	8	-12
Cc1ccc(C)c(NC(=S)N/N=C/C(C)c2ccccc2)c1 (stereo not drawn)	-6	-2.2	-0.1	1.9	-10	-12	-5	-9	1
CC(=O)Nc1ccc(S(=O)(=O)N2C(=O)c3cccc4cccc2c34)cc1	-1	1.2	0.8	nt	nt	4	nt	-32	-6
O=C(Nc1nccs1)c1cccc(N2C(=O)C3C4C=CC(C4)C3C2=O)c1 (stereo not drawn)	-8	0.9	1.8	1.7	8	-14	1	10	-6
COc1ccc(OC)c(NC(=O)CN2C(=O)NC3(CCCc4ccccc43)C2=O)c1 (stereo not drawn)	nt	6.4	-0.2	1.3	-15	-5	9	-4	-10
CCOc1ccc(-n2nc3c(=O)[nH]nc(C)c3c2C)cc1	-2	-2.1	-1.5	-0.5	10	-20	-8	-15	-2
Cc1ccc(C(=O)Nc2ccc(S(=O)(=O)N3CCN(C)CC3)cc2)cc1	45*	-0.1	0.9	0.1	-5	-14	15	5	-3
C=Cn1ccnc1CC(O)c1ccc(OC)cc1 (stereo not drawn)	nt	-0.8	-1.4	-0.3	1	-14	-17	-10	-9
COc1ccc(C(=O)NCc2ccc3c(c2)OCO3)cc1S(=O)(=O)N1CCCC1	nt	0.7	-0.2	0.8	10	-4	8	-3	-4
CN(CC(=O)NCC(=O)Nc1ccc(F)cc1)CC(=O)Nc1ccc(Cl)c(C(F)(F)F)c1	nt	nt	nt	1.9	-8	nt	3	3	nt
C#CCOCCOCCOCCNc1nc(N2CCN(C(=O)[C@H]([C@@H](C)CC)n3cc(CCCN=C(N)N)nn3)CC2)nc(N2CCN(C(=O)[C@H](CCCCN)n3cc(CCC(=O)O)nn3)CC2)n1	0	0.3	-0.4	0.5	-10	1	-3	-20	-5
CS(=O)(=O)Nc1cccc(C(=O)CC2(O)C(=O)Nc3ccccc32)c1 (stereo not drawn)	3	-0.1	-0.5	0.4	2	3	-7	-3	-12
COC(=O)C1(C(=O)OC)C2C(=O)C3C(C21)C3(C(=O)OC(C)(C)C)C(=O)OC(C)(C)C (stereo not drawn)	nt	nt	nt	2.6	-10	nt	16	17	nt
COC(=O)CSc1nc2cc3c(cc2cc1C)OCO3	-4	-2.2	-0.6	0.0	-12	8	17	-16	2
C[C@H]1CCC[C@]2(O[C@H](CCO)C[C@H](O)[C@H]2O)O1	nt	-0.4	-0.1	0.8	-7	-1	12	-11	-1
O=C(NCCc1ccc(O)cc1)c1ccc(Cl)cc1	-9	-2.1	0.9	0.3	-7	3	6	-25	-1
Cc1ncc([N+](=O)[O-])n1Cc1ccccc1F	-2	-0.3	0.6	0.0	9	14	-2	16	-15
O=C1c2ccccc2NC(c2ccc(-c3ccccc3F)o2)N1O (stereo not drawn)	nt	0.9	0.5	0.6	-13	-14	0	-11	1
COc1cc(C(C(=O)NC2CCCC2)N(Cc2ccco2)C(=O)c2snc(C(N)=O)c2N)cc(OC)c1OC (stereo not drawn)	-14	2.6	1.5	2.7	1	-20	6	16	-3
O=C(NCc1ccccn1)Nc1cccc(Cl)c1	11	2.4	0.7	0.6	-3	-1	-3	21	-8
COc1ccc(C2CC2/C(C)=N/OC(=O)c2ccc(F)cc2)cc1 (stereo not drawn)	-9	-2.2	-0.2	3.0	-1	-13	18	2	2
O=C(Nc1ccc(Cl)cn1)C1CCCN1S(=O)(=O)c1ccc(Cl)cc1 (stereo not drawn)	-6	-2.6	-0.4	3.6	-7	-31	0	4	1
COc1cccc(-c2cnc(C(O)c3cccc(OC)c3)[nH]2)c1 (stereo not drawn)	nt	nt	nt	0.7	-6	nt	20	-3	nt
COC(=O)C[C@H]1c2ccccc2S(=O)(=O)N1C(C)C	nt	1.1	0.5	0.8	-6	-1	1	2	-1
CC(C)(C)NC(=O)COc1coc(CN2CCN(Cc3ccccc3)CC2)cc1=O	-2	1.5	0.7	1.1	-13	-6	-2	-4	6
